EWS-Fli inh: inhibitors of EWS/Fli oncoprotein transcriptional activity; A673 NR0B1-luciferase reporter, viability-normalised; inhibition, % at 12.6 µM; hit rate 0.67% among 350,000;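 active means mean inhibition of at least 50% after viability correction, with every replicate also passing that limit; inconclusive means mean reaches 50% but only one of two replicates passes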;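 further: firefly luciferase signal divided by Alamar Blue viability fluorescence both relative to DMSO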
LGR2 antag: Drosophila LGR2 receptor signaling inhibition. hit rate 0.35% among 380,000. inhibition, % at 9.99 µM. HEK293 LGR2, CRE-luciferase, bursicon-stimulated, 4 h;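 active means drop in luminescence signal, shown as inhibition above about 50% in the replicate tests, limit read from the data, passing the limit was not always enough; inconclusive means probably only some replicates passing the limit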;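 further: agonist challenge used bursicon conditioned medium at about half maximal strength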
PGC1a acetyl inh: PGC1a acetylation modulation, inhibitor mode | U2OS PGC1a acetylation, AlphaScreen anti-acetyl-lysine; with virally co-expressed GCN5 acetyltransferase | inhibition, % at 15.6 µM | hit rate 0.17% among 350,000;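 active means every replicate shows inhibition of at least 40%; inconclusive means mean inhibition at least 40% but some replicate below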;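 further: 0% = neutral control wells and 100% = positive control wells; some results beyond the cut were filed as inactive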
S100A4 MyoIIA: blocks human S100A4 binding to myosin IIA peptide; P26447; S100A4/TAMRA-MyoIIA peptide fluorescence polarization; inhibition, % at 10.7 µM; hit rate 0.14% among 360,000;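 active means mean inhibition of at least 70% across replicates, with every replicate also reaching that level; inconclusive means mean inhibition reaches 70% but some replicates fall short; inactive means mean inhibition below 70%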
Target sequence (P26447 whole entry, looked up): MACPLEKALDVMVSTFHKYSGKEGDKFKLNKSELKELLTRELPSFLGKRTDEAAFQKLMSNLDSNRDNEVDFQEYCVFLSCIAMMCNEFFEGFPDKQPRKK
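Test system: S100A4 monomer protein; Medium: HEPES pH 7.2 with CaCl2, KCl, NaCl, DTT, Triton; Probe or stimulus: TAMRA-labelled myosin IIA heavy-chain peptide probe, 5 nM; Doses: one dose per compound; Times: polarization read 5 min after assay mix addition, stable 5–60 min; Benchmarks: neutral control DMSO, positive control TFP.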
ERAP1 HTS inh: blocks human ERAP1 aminopeptidase activity | Q9NZ08 | recombinant ERAP1, Leu-AMC fluorescence, 60 min | inhibition, % at 10.7 µM | hit rate 0.15% among 340,000 | AID 652197;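 active means mean replicate inhibition of at least 30%, or all replicates individually reaching that 30% level; inactive means mean below 30% and not every replicate reaching it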;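 further: 0% = neutral control wells and 100% = L-leucinethiol positive control wells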
PAX8 reporter: inhibitors of PAX8 transcriptional activity in RMG-I cells; RMG-I TPO-luciferase reporter, SteadyGlo, 24 h; inhibition, % at 12.6 µM; hit rate 1.2% among 360,000;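 active means mean replicate inhibition at least 60% with every replicate also reaching 60%; inconclusive means only one of the two criteria is met; inactive means mean below 60% and not all replicates reaching 60%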;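 further: luciferase light reporting Pax8 driven TPO promoter activity; plate controls were median of neutral control wells for no effect and mitoxantrone controls for full effect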
FN deposit inh: fibronectin deposition inhibition; AID 743247; AH1F fibroblasts, Alexa488-fibronectin deposition fluorescence, overnight; hit rate 0.086% among 350,000; inhibition, % at 12.6 µM;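 active means mean inhibition across replicates of 30% or more, regardless of how many single replicates reach that level; inconclusive means mean under 30% yet at least half of replicates reach 30%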;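 further: positive control wells lacked labelled fibronectin entirely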
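Material: AH1F fibroblast monolayer depositing Alexa488-labelled fibronectin into matrix / Amount: 10000 AH1F cells per well / Signal: fluorescence 485/525 nm / Medium: DMEM, 2% serum / Compound: single dose, pinned / Incubation: 1 h cell adhesion before compound, then overnight fibronectin incubation / Reagent: Alexa488-FN, 24 nM final / Read-out: inhibition of fibronectin deposition signal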
PglD inh: PglD (C. jejuni) enzyme inhibition. purified PglD enzyme, DTNB colorimetric CoA detection. inhibition, % at 12.5 µM. hit rate 0.098% among 360,000. AID 602405; in the data active means inhibition above about 16%, passing the limit was not always enough; inconclusive means no clear call, values can overlap the other calls; further: strong numbers were not always called active
Active calls of the source: *; ? = inconclusive; · = not tested or not shown; & = joins results of further samples. An excerpt. The share of hits here may be higher or lower than overall.

SMILES	EWS-Fli inh	LGR2 antag	PGC1a acetyl inh	S100A4 MyoIIA	ERAP1 HTS inh	PAX8 reporter	FN deposit inh	PglD inh
COC(=O)Nc1ccc(N=C(N)N[N+](=O)[O-])cc1	0	12	6	-2	1	-15	-1	·
CNC(=O)Oc1cccc2ccccc12	21	-14	-8	3	1	17	6	4
COc1cccc(C2(C#N)CCN(C)CC2)c1	-6	-11	·	0	-2	7	3	·
Cn1c(O)c(C2=NNC(c3ccc(Cl)cc3)C2)c(=O)n(C)c1=O (stereo not given)	-8	1	2	-4	1	24	-15	8
COc1cc(C(O)CNC(C)C)cc(F)c1OC (stereo not given)	-2	2	·	-3	-1	-7	1	0
CCN(CC)CCCOC(=O)C(OC)(c1ccccc1)c1ccccc1	4	-5	6	1	-2	·	·	-1
NCC1(c2ccc3c(c2)OCCO3)CCCC1	·	·	4	-7	·	·	-5	3
COc1ccc(CCNC2CCCCCC2)cc1	4	-8	·	-2	-5	1	7	2
CCCNC(=O)N1[C@H]2CC[C@@H]1C(C(=O)OC)=C(c1ccc(OC)c(OC)c1)C2	0	4	·	1	1	-1	13	0
COC(=O)C1=C(c2ccc(F)cc2F)C[C@@H]2CC[C@H]1N2C(=O)NCCOc1ccccc1	-4	0	·	-5	·	-4	4	-3
CN(C)Cc1c[nH]c2cc([N+](=O)[O-])ccc12	-21	3	-2	5	1	-3	4	-2
COc1cccc(O)c1CN1CCCC(C(=O)c2sccc2C)C1 (stereo not given)	5	·	·	-2	-1	8	1	0
Cc1ccc(/C=C2/C(=O)NC(=O)N(CCc3ccc(F)cc3)C2=O)s1	·	-5	·	·	·	-4	-3	5
O=C(Cc1cccnc1)N1CCCCN2[C@@H](CO)[C@H](c3ccc(/C=C/c4ccccc4)cc3)[C@@H]2C1	-7	3	3	3	-4	-27	·	1
CC(C)OP(=O)(OC(C)C)C(O)c1ccccc1F (stereo not given)	·	-5	-13	·	·	-4	0	0
CN1CCN(c2ncc(C=O)s2)CC1	-8	-9	·	1	-2	-27	-23	·
O=c1[nH]c(=O)n(Cc2ccco2)c(O)c1/C=N/N1CCCCC1	9	-10	·	-1	2	0	-4	·
CCCCC(CC)COC(=O)c1ccccc1C(=O)OCC(CC)CCCC (stereo not given)	-9	-15	-2	6	-4	-24	-18	-2
Cc1ccc(O)c(C)c1	10	5	-29	-14	-5	·	·	4
COc1ccc(NC2=NCCCS2)cc1OC	0	-14	2	-1	1	-3	5	1
Cc1cc(=O)oc2cc3c(cc12)CCCN3	-29	6	-4	5	-46	-18	4	6
c1cc(CNCCc2ccc3c(c2)OCO3)ccn1	2	-2	?	-3	-2	-14	1	0
S=C(NC1CCCCC1)N1CCC(c2cnc[nH]2)CC1	4	·	·	14	0	-5	-5	-2
CCOc1ccc(C2SCC(=O)Nc3c2c(=O)[nH]n3C2CCCCCC2)cc1 (stereo not given)	·	·	-23	·	·	-10	20	2
CN1c2ccc(Br)cc2[C@@H]2NCC[C@@H]2[C@@H]1CO	-6&-2	-5	7&11	29	-4	6&16	-9	5&6
CC(NC(=O)N1CC1(C)C)c1ccccc1 (stereo not given)	0	-11	1	-2	-1	-4	5	1
O=C1Nc2ccccc2/C1=C/c1nc2ccccc2c(=O)n1-c1ccc(O)cc1	2	24	11	-4	0	-1	-6	-5
CCCCCCOc1ccc(CN2CCN(C)CC2)cc1	-7	48	-4	-3	1	·	·	·
COc1ccc(CN2Cc3cc(-c4ccc(OC)cc4)ccc3-n3nncc3C2)cc1	-57	-26	-10	0	-2	-51	7	-1
O=C1C2CCCN2C(c2cccc(Cl)c2)N1c1ccccn1 (stereo not given)	·	·	-14	·	·	1	1	0

Part of the list above, limited to EWS-Fli inh, PGC1a acetyl inh and LGR2 antag.
SMILES	EWS-Fli inh	PGC1a acetyl inh	LGR2 antag
Cc1cc(=O)oc2cc3c(cc12)CCCN3	-29	-4	6
S=C(NC1CCCCC1)N1CCC(c2cnc[nH]2)CC1	4	·	·

Continuation.
SMILES	EWS-Fli inh	LGR2 antag	PGC1a acetyl inh	S100A4 MyoIIA	ERAP1 HTS inh	PAX8 reporter	FN deposit inh	PglD inh
O=C(Cc1cccnc1)N1CCCCN2[C@H](CO)[C@H](c3ccc(C#CC4CC4)cc3)[C@@H]2C1	-6	·	5	5	0	8	·	3
CC1CCCC(NC(=O)CNC(=S)N2CC3CC(C2)c2cccc(=O)n2C3)C1C (stereo not given)	·	1	3	-3	-2	-3	-4	0
CC(C)(C)C(=O)c1cn(Cc2ccccc2)c2ccccc12	6	11	·	-5	-1	-2	16	·
O=C1/C(=C/c2cc([N+](=O)[O-])ccc2Cl)N2CCC1CC2	·	·	9	·	·	-7	1	-1
c1cc2c(c(NC3=NCCCS3)c1)CCCC2	-5	-3	9	5	-2	20	-3	-3
COc1ccc(C#Cc2ccc([C@H]3[C@@H](CO)N4CCCCN(C(=O)Cc5ccccc5)C[C@H]34)cc2)cc1	15	-15	-5	1	3	-15	6	1
COc1ccccc1C(=O)Nc1ccc2c(c1)CC1(C(=O)N(C)C(=O)N(C)C1=O)C1CCCN21 (stereo not given)	1	0	6	-6	2	10	-5	1
COc1cccc(-c2ccc([C@H]3[C@@H](CO)N4CCCCN(C(=O)Cc5ccncc5)C[C@H]34)cc2)c1	·	8	-21	-12	-1	1	-2	2
Clc1ccc(CCNCc2ccncc2)c(Cl)c1	3	-1	·	3	3	6	-8	6
COc1ccc(-c2ccc([C@@H]3[C@H](CO)N4CCCCN(C(=O)Cc5ccccc5)C[C@@H]34)cc2)cc1	·	4	1	1	1	-8	·	4
CC(C)Oc1ccc(C2C(C#N)=C(N)Oc3c2c(=O)oc2ccccc32)cc1 (stereo not given)	·	·	-4	·	·	-1	1	1
CCN(C(=O)Oc1ccccc1)c1ccc(C(O)(C(=O)OC)C(F)(F)F)cc1 (stereo not given)	-4	-16	·	-1	1	34	7	·
O=[N+]([O-])c1ccc(NC2CCN(Cc3ccccc3)CC2)c2ccncc12	-7	4	·	8	0	28	5	-7
CN1CC2([N+](=O)[O-])CC=C(Cl)C([N+](=O)[O-])(C1)C2 (stereo not given)	3	-4	·	26	2	-5	·	5
O=C1NC2C(O)C(O)C(O)C(O)C2c2cc3c(c(O)c21)OCO3 (stereo not given)	56*	103*	·	4	-6	105*	5	·
CCCNC(=O)[C@@H]1[C@@H](CO)[C@@H]2Cn3c(cccc3=O)[C@H]1N2CCC	3	1	·	0	0	-1	·	5
c1ccc(CCN2CCC3CCNC3C2)cc1 (stereo not given)	-4	2	·	-4	4	-9	-13	·
COc1ccc2c(c1)/C(=C/c1cnc[nH]1)C(=O)N2	-28	95*	·	-4	4	79*	13	-2
CN1C(=O)NC(=O)/C(=C/c2ccc(C(=O)O)cc2)C1=O	-4	2	0	-3	8	-2	13	·
FC(F)(F)Oc1ccc(NC2=NCCCS2)cc1	-26	-14	0	-5	4	-7	-1	0
CCOc1cc2c(cc1OCC)-n1cccc1C(c1cccc(OCC)c1O)NC2 (stereo not given)	15	8	6	-1	-2	28	-4	1
Oc1ccc2c3c1O[C@H]1[C@@H](O)CC[C@@]4(O)[C@@H](C2)N(CC2CCC2)CC[C@]314	-10&-6	3&-7	?	-3&-2	3&-1	-13&-1	-6&3	-2&4
CC(=O)NC1CC2CCC(C1)N2 (stereo not given)	·	·	2	·	·	-17	-10	5
COC(=O)C1=C(c2ccc(F)cc2OCc2ccccc2)C[C@@H]2CC[C@H]1N2C(=O)N1CCOCC1	14	9	-15	-2	-1	20	1	3
O=S(=O)(c1ccc(Cl)cc1)c1ccc(Cl)cc1	-2	16	-20	3	8	·	·	-2
COC(=O)C1=C(c2cccc(OCc3ccccc3)c2)C[C@@H]2CC[C@H]1N2C(=O)NCc1ccc(N(C)C)cc1	10	16	-7	42	0	3	-6	0
CCCN(CCC)CCc1c[nH]c2ccccc12	2	10	·	0	-2	·	·	·
CCS(=O)(=O)CCSP(=O)(OC)OC	-8	-3	8	-4	0	4	3	·
O=c1[nH]c(=S)[nH]c(O)c1N=Nc1ccc2c(c1)OCO2	-79	-12	-6	-12	5	-74	-7	·
CCCCCCC(=O)N/N=C/c1c(O)n(CCCC)c(=S)[nH]c1=O	22	12	-7	3	·	21	-2	-1
CC(C)CNP(=S)(c1ccccc1)C(C)(C)C (stereo not given)	-4	6	-20	6	·	3	4	-5
CCOc1ccc(-n2c(O)c(N=Nc3ccc([N+](=O)[O-])cc3)c(=O)[nH]c2=O)cc1	7	-8	·	2	1	38	-12	·
Cn1ccc(NC(=O)CCl)n1	7	-55	-6	0	1	2	3	·
COc1cc2c(c(OC)c1OC)-c1ccc(O)c(=O)cc1C(NC(C)=O)CC2 (stereo not given)	59*	1	-10	-6	2	85*	-44	-27
CN1C(=O)N(C)C(=O)C2(Cc3cc([N+](=O)[O-])ccc3N(C)C2c2ccccc2)C1=O (stereo not given)	-18	·	·	-12	1	32	5	·
COC(=O)C1=C(c2ccc(C(C)=O)cc2)C[C@@H]2CC[C@H]1N2C(=O)NCc1ccc(F)cc1	-2	0	0	-1	0	7	5	-1
Clc1cc(Cl)cc(CN2Cc3cc(Br)ccc3-n3nncc3C2)c1	18	13	·	2	1	3	-1	·
Fc1ccc2nc(-c3ccc(CN4CCC(n5nnc6ccccc65)CC4)cc3)c(-c3ccccc3)nc2c1	20	·	·	2	-5	4	11	·

Screening results as filed in PubChem BioAssay.
